A549 tox – counter-screen for Nrf2 inhibitors: cytotoxicity in A549 cells. hit rate 0.16% among 390,000. A549 ARE-Fluc cells, CellTiter-Fluor viability, 18-24 h. AID 504648. Potency, µM (doses to about 46 µM), inactives show at the highest dose activity change, negative = cytotoxicity, hits mostly inhibitors; also: % is scaled to controls: 0 for no effect and ±100 for the full control effect
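A549 ARE-Fluc cells in 5% FBS OPTI-MEM, 5000 cells/well, rested 2 h then exposed to compounds in concentration-response for 18-24 h at 37 °C. Viability by CellTiter-Fluor fluorescence (Ex 405/Em 525) after 30 min; luciferase luminescence (BugLite, 15 min, RT) read afterwards.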
TGFb SMAD3 inh – TGF-b pathway inhibition; HepG2 CAGA-GFP TGF-b/SMAD3 reporter, GFP fluorescence, 18 h; TGF-beta stimulated, 500 pg/mL final; Potency, µM (series often up to 46.1 µM), inactives show at the top dose activity, negative = inhibition, usual class: inhibitors; hit rate 1.2% among 410,000; also: % is scaled to controls: 0 for no effect and ±100 for the full control effect; nearly all actives have a fitted effect of over 65% in size
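Inhibition of TGF-beta-driven CAGA-GFP reporter expression in HEPG2 cells is measured by cellular GFP fluorescence after 18 h stimulation with 500 pg/mL recombinant TGF-beta in 1% FBS medium at 37 degrees C.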
MCF10A rereplic – induces DNA re-replication in MCF 10a normal breast cells; hit rate 2.9% among 350,000; Potency, µM (series often up to 46.1 µM), for inactives: top-dose activity, positive = re-replication, usual class: activators; MCF 10A DNA re-replication, Hoechst nuclear intensity, 48 h; also: % of control where 0% means no effect; nearly all actives have a fitted effect of over 50% in size
ATXN viability – viability counter-screen for ATXN expression inhibitors; S2 cells (HEK-293 line with an ATXN2-luciferase reporter) viability, CellTiter-Fluor protease fluorescence, 24 h; Potency, µM (top dose mostly 56.7 µM), usual class: cytotoxic; hit rate 0.49% among 400,000; also: nearly all actives have a fitted effect of over 40% in size
Nrf2 ARE act – activators of Nrf2 (ARE) signaling. AREc32 ARE-luciferase reporter (MCF7-derived line), luminescence, 24 h. Potency, µM (titrated, usually from 46.1 µM), for the others: at the highest dose activation, usual class: activators. hit rate 0.31% among 410,000. AID 624171; also: % of control where 0% means no effect; nearly all actives have a fitted effect of over 65% in size
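Nrf2 activation is followed as ARE-luciferase induction in the AREc32 line after one day of compound treatment; luminescence is read with Steady-Glo.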
HepG2 tox – kills HepG2 cells in TGF-b inhibitor counter-screen. HepG2 CAGA-GFP viability, ATP luminescence, 18 h. Potency, µM (highest dose often 46.1 µM), for inactives: top-dose activity change, negative = cytotoxicity, hits mostly cytotoxic. hit rate 0.76% among 410,000. AID 588856; also: some results filed as inactive show a strong effect at the top dose
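CellTiter-Glo luminescence gave cytotoxicity after 18 hours at 37 degrees C. The cells were HepG2 CAGA-GFP in 1% FBS DMEM, stimulated with 500 pg/mL TGF-beta after compound addition. %Activity was normalised to no-cell wells (complete cell-killing) and DMSO (no toxicity), and curves were fitted and classified.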
ATXN2 expr inh – ATXN2 expression inhibition; HEK-293 ATXN2-luciferase reporter, luminescence, 24 h; Potency, µM (top dose mostly 57 µM), without a hit: at the top dose activity change, negative = inhibition, most hits filed as inhibitors; hit rate 0.72% among 360,000; AID 1745845; also: % is scaled to controls: 0 for no effect and ±100 for the full control effect; nearly all actives have a fitted effect of over 55% in size
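qHTS (up to 57 uM final) was run with 24 h compound exposure of reporter cells at 37 °C. Each well was multiplexed: SteadyGlo luminescence measured ATXN2-luciferase expression after a fluorogenic Gly-Phe-AFC viability readout (25 uM final).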
The depositor's hits bear a star; i = inactive; u = inconclusive; x = not tested or not shown; [ ] = another dose, or the depositor's remark. Calls follow the shape of the dose curve; as a rule, active = well fitted curve in the direction sought with a large enough effect; inconclusive = small, poorly fitted or top-dose-only effect, or another doubt; inactive = no such curve, though single readings can be large; an effect the other way counts as inactive or inconclusive. Potency is read from the fitted curve at half-maximal effect. These rows are one share of the data; rates above refer to the full screens.

Every second line gives: A549 tox	TGFb SMAD3 inh	MCF10A rereplic	ATXN viability	Nrf2 ARE act	HepG2 tox	ATXN2 expr inh
1. CC(=O)Nc1ccc(/C=C2\C=Cc3ccccc32)cc1
    x	1%	x	x	x	-29%	x
2. O=C1CN(CCN2CC(=O)NC(=O)C2)CC(=O)N1
    x	-1%	x	x	x	13%	x
3. CC(O)c1nc2ccccc2[nH]1 (centres undefined)
    x	5%	x	x	x	4%	x
4. COCc1cc(O)c(O)c(O)c1-c1c(COC)cc(O)c(O)c1O
    x	-14%	x	x	x	-37%	x
5. Cc1cc(Cl)nc2nc(Cl)ccc12
    x	41%[activator]	x	x	x	11%	x
6. Brc1ccc[n+](CCC2CCCCC2)c1
    x	-1%	x	x	x	-9%	x
7. Cc1cc(/C=C2\C=Cc3ccccc32)ccc1N(C)C
    x	-2%	x	x	x	-78%	x
8. COc1ccc(CN2CC[C@H]3C=CC[C@@H](C(=O)NC4CCCCC4)[C@H]3C2=O)cc1OC
    x	0%	x	x	x	56%	x
9. CC1=Nc2ccccc2/C1=C(/C)c1c(C)[nH]c2ccccc12
    x	5%	x	x	x	1%	x
10. CN(C)c1ccc(/C=C/c2cccc3cc4ccccc4nc23)cc1
    x	1.6µM*	x	x	x	14µM*	x
11. Cc1ncnc2nc[nH]c12
    x	u	x	x	x	-45%	x
12. CN(C)c1ccc(/C=C/c2ccnc3cc(Cl)ccc23)cc1
    x	35%[activator]	x	x	x	-9%	x
13. COc1cc(OC)c(OC)cc1/C=C1\C=Cc2ccccc21
    x	-25%	x	x	x	-30%	x
14. CN(C)/[N+]([O-])=N/Oc1ccc([N+](=O)[O-])cn1
    x	0%	x	x	x	-7%	x
15. CC(=O)N/C(=C/c1ccccc1)c1sc2ccccc2[n+]1CCCCI
    x	12%	x	x	x	3%	x
16. C=C1C=C(C(F)F)n2ncc(C(=O)NCc3ccc(Cl)cc3Cl)c2N1
    x	5%	x	x	x	16%	x
17. CC(C)(C)c1ccc(C(=O)C[n+]2ccccc2Cl)cc1
    x	-10%	x	x	x	-1%	x
18. C=C1[C@@H](O)CN(Cc2ccc(OC)cc2)S1(=O)=O
    x	u	x	x	x	-63%	x
19. Cc1ccc(-c2nc3cc(Cl)ccc3o2)cc1NC(=O)COc1ccccc1C
    x	-1%	x	x	x	1%	x
20. CN(C)c1ccc(/C=C/c2nc3ccccc3o2)cc1
    x	2%	x	x	x	-24%	x
21. O=C(C[n+]1cccc2cccc(O)c21)c1ccccc1
    x	27%	x	x	x	2%	x
22. CN(C)c1ccc(/C=C/C=C2/C=Cc3ccccc32)cc1
    x	2%	x	x	x	-92%	x
23. c1ccc(-c2csc3ncnc(Sc4nnnn4-c4ccccc4)c23)cc1
    x	11µM*	x	x	x	-85%	x
24. CCCCCCCCCN(CCCCCCCCC)c1ccc(/C=C/c2ccnc3ccccc23)cc1
    x	18%	x	x	x	12%	x
25. O=c1[nH]/c(=C\c2ccc([N+](=O)[O-])cc2)c(=O)[nH]/c1=C\c1ccc([N+](=O)[O-])cc1
    x	1%	x	x	x	9%	x
26. CCOC(=O)[C@H](CCc1ccccc1)N[C@@H](C)C(=O)N1[C@H](C(=O)O)C[C@H]2CCCC[C@@H]21
    x	x	-1%	i	x	x	x
27. CCOC(=O)C1=C[C@@]2(CC)CCCN3CCc4c(n1c1ccccc41)[C@H]32
    x	x	4%	i	x	x	x
28. COc1cc2c(cc1OC)[C@@H](Cc1cc(OC)c(OC)c(OC)c1)[N+](C)(CCCOC(=O)CC/C=C/CCC(=O)OCCC[N+]1(C)CCc3cc(OC)c(OC)cc3[C@H]1Cc1cc(OC)c(OC)c(OC)c1)CC2 (some centres undefined)
    x	x	3%	i	x	x	x
29. CO[C@H](C(=O)[C@@H](O)[C@@H](C)O)C1Cc2cc3cc(O[C@H]4C[C@@H](O[C@H]5C[C@@H](O)[C@H](O)[C@@H](C)O5)[C@@H](O)[C@@H](C)O4)c(C)c(O)c3c(O)c2C(=O)[C@H]1O[C@H]1C[C@@H](O[C@H]2C[C@@H](O[C@H]3C[C@](C)(O)[C@H](O)[C@@H](C)O3)[C@H](O)[C@@H](C)O2)[C@H](O)[C@@H](C)O1 (some centres undefined)
    x	x	-7%	u	x	x	x
30. C[N+]1(CCCCC[N+]2(C)CCCC2)CCCC1
    x	x	4%	i	x	x	x
31. Cc1ncc(COP(=O)(O)O)c(CN)c1O
    x	x	-5%	i	x	x	x
32. CCCCCC[C@@H](O)C/C=C\CCCCCCCC(=O)O
    x	x	10%	i	x	x	x
33. CCOc1ccc(CNc2cc(C)nc3nc(-c4cccc(C)c4)nn23)cc1OC
    0%	x	x	x	2.5%	-60%	x
34. O=C1COc2cc(S(=O)(=O)NCc3ccco3)c(Cl)cc2N1
    -1%	x	x	x	12%	-20%	x
35. COc1ccccc1CNC(=O)c1ccc2[nH]c(C)c(C)c2c1
    16%	x	x	x	6.6%	-16%	x
36. Cc1nc2c(C(=O)NCc3ccccc3)c[nH]n2c(=O)c1Cc1ccccc1Cl
    -9%	x	x	x	3.3%	-95%	x
37. CCN1CCN(c2ncnc3c2cnn3-c2cccc(C)c2)CC1
    6%	x	x	x	4.7%	-22%	x
38. O=C(CSc1nccn1C1CCCC1)Nc1ccccc1
    0%	x	x	x	5.3%	-21%	x
39. CCc1ccc(Nc2nc(-c3cc4cccc(OC)c4oc3=O)c(CC)s2)cc1
    0%	x	x	x	4.2%	-10%	x
40. CCCCN1CCc2nc(N3CCN(c4ncccn4)CC3)ncc2C1
    0%	x	x	x	-0.4%	-19%	x
41. COc1ccc(-c2nc(SCc3cc(=O)c4cc(C)ccc4[nH]3)n[nH]2)cc1
    -17%	x	x	x	-0.2%	4%	x
42. CCc1cccc(NC(=O)Cn2cc(C(=O)c3ccncc3)c(=O)c3cc(C)c(C)cc32)c1
    5%	x	x	x	4.5%	-28%	x
43. OCCC#Cc1nc(-c2ccc(F)cc2)c(-c2ccncc2)n1CCCc1ccccc1
    x	x	x	x	x	x	u
44. CCCCCCCc1ccc(CCc2cccc(O)c2C(=O)O)cc1
    x	x	x	x	x	x	4%
45. Oc1ccc([C@@H]2Oc3ccc(O)cc3[C@@H]3CCC[C@@H]32)cc1
    x	x	x	x	x	x	u
46. Cn1cc(-c2ccc3ncc(Cc4ccc5ncccc5c4)n3n2)cn1
    x	x	x	x	x	x	12%
47. CCCNC(=O)Nc1ccc(Oc2ncnc3cc(OC)c(OC)cc23)cc1Cl
    x	x	x	x	x	x	u
48. COc1cc2ncnc(Nc3cc(Br)c(O)c(Br)c3)c2cc1OC
    x	x	x	x	x	x	-9%
49. CC=C1C2C=C(C)CC1(N)c1ccc(=O)[nH]c1C2 (centres undefined)
    x	x	x	x	x	x	12%
50. NC1CCC(Nc2nc(Nc3ccc(C(=O)N4CCCCC4)cc3)c3ncn(-c4cccc(F)c4)c3n2)CC1 (centres undefined)
    x	x	x	x	x	x	32%[activator]
51. O=C(O)Cc1cccc(OCCCN(Cc2cccc(C(F)(F)F)c2Cl)CC(c2ccccc2)c2ccccc2)c1
    x	x	x	x	x	x	u
52. C=C(C)[C@@H]1CC[C@]2(C)CC[C@]3(C)[C@H](CC[C@@H]4[C@@]5(C)CC[C@H](O)C(C)(C)[C@H]5CC[C@]43C)[C@@H]12
    x	x	x	x	x	x	5%
53. COC(=O)[C@H](CCCN=C(N)N)NS(=O)(=O)c1ccc(C)cc1
    x	x	x	x	x	x	1%
54. COc1ccc2c(c1)CC[C@H]1[C@@H]2CC[C@]2(C)[C@@H](NCCCCCCN3C(=O)C=CC3=O)CC[C@H]12
    x	x	x	x	x	x	40%[activator]
55. CNC(=O)c1ccc(Nc2cc(Nc3ccccc3S(=O)(=O)C(C)C)c3cc[nH]c3n2)nc1
    x	x	x	x	x	x	u
56. COc1ccc(CC2=NN3C([C@@H](CCc4ccccc4)[C@@H](C)O)=NC(C)C3C(=O)N2)cc1OC (some centres undefined)
    x	x	x	x	x	x	43%[activator]
57. CCCNC(=O)[C@H]1O[C@H]1C(=O)N[C@H](C(=O)N1CCC[C@@H]1C(=O)OC)C(C)CC (some centres undefined)
    x	x	x	x	x	x	22µM*
58. Cc1ccc(C(N)=O)cc1Nc1nccc(-c2cn(C(C)C)c3cnccc23)n1
    x	x	x	x	x	x	12µM*
59. CN(C)C1CCN(C(=O)c2ccc(NC(=O)Nc3nc(N4CCOCC4)nc(N4CCOCC4)n3)cc2)CC1
    x	x	x	x	x	x	u
60. OCCN1C[C@H](O)[C@@H](O)[C@H](O)[C@@H]1CO
    x	x	x	x	x	x	12%

The listing continues.
Every second line gives: A549 tox	TGFb SMAD3 inh	MCF10A rereplic	ATXN viability	Nrf2 ARE act	HepG2 tox	ATXN2 expr inh
61. C[C@@H](NCc1cc2ccccc2[nH]1)c1cccc2ccccc12
    x	x	x	x	x	x	-16%
62. CC(=O)SCC(Cc1ccccc1)C(=O)NCC(=O)OCc1ccccc1 (centres undefined)
    x	x	x	x	x	x	u
63. CCc1cc(C(C)=NOCc2ccc(C3CCCCC3)c(C(F)(F)F)c2)ccc1CN1CC(C(=O)O)C1
    x	x	x	x	x	x	u
64. CC(=O)OC1C(C)OC(Oc2c(-c3ccc(O)cc3)oc3cc(O)cc(O)c3c2=O)C(O)C1OC(C)=O (centres undefined)
    x	x	x	x	x	x	1%

In the list so far, these contain an NH in an aromatic ring.
Every second line gives: A549 tox	TGFb SMAD3 inh	MCF10A rereplic	ATXN viability	Nrf2 ARE act	HepG2 tox	ATXN2 expr inh
3. CC(O)c1nc2ccccc2[nH]1 (centres undefined)
    x	5%	x	x	x	4%	x
9. CC1=Nc2ccccc2/C1=C(/C)c1c(C)[nH]c2ccccc12
    x	5%	x	x	x	1%	x
11. Cc1ncnc2nc[nH]c12
    x	u	x	x	x	-45%	x
25. O=c1[nH]/c(=C\c2ccc([N+](=O)[O-])cc2)c(=O)[nH]/c1=C\c1ccc([N+](=O)[O-])cc1
    x	1%	x	x	x	9%	x
35. COc1ccccc1CNC(=O)c1ccc2[nH]c(C)c(C)c2c1
    16%	x	x	x	6.6%	-16%	x
36. Cc1nc2c(C(=O)NCc3ccccc3)c[nH]n2c(=O)c1Cc1ccccc1Cl
    -9%	x	x	x	3.3%	-95%	x
41. COc1ccc(-c2nc(SCc3cc(=O)c4cc(C)ccc4[nH]3)n[nH]2)cc1
    -17%	x	x	x	-0.2%	4%	x
49. CC=C1C2C=C(C)CC1(N)c1ccc(=O)[nH]c1C2 (centres undefined)
    x	x	x	x	x	x	12%
55. CNC(=O)c1ccc(Nc2cc(Nc3ccccc3S(=O)(=O)C(C)C)c3cc[nH]c3n2)nc1
    x	x	x	x	x	x	u
61. C[C@@H](NCc1cc2ccccc2[nH]1)c1cccc2ccccc12
    x	x	x	x	x	x	-16%
